High-throughput results deposited in PubChem BioAssay by National Center for Advancing Translational Sciences (NCATS).
NPC1 promoter act: activators of NPC1 promoter. Huh7 NPC1 promoter luciferase reporter, 24 h. Potency, µM (highest dose often 9.22 µM), for the others: at the highest dose activation, hits mostly activators. 320,000 compounds, 2.4% hits;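 further: % of control where 0% means no effect; nearly all actives have a fitted effect of over 60% in size; reporter is driven by a mutant NPC1 promoter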
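Quantitative HTS used a cell-based reporter: Huh7 cells stably bearing the NPC1 promoter upstream of luciferase were treated with compounds for 24 h, and promoter activation was read as luminescence.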
BRCA1 expr act: increases BRCA1 expression. MCF7-BRCA1-FFLuc reporter, luminescence, 48 h; response scale: scaled: vehicle 0%, 10 µM genistein 100%. Potency, µM (doses to about 46.1 µM), for the others: at the top dose activation, hits mostly activators. 380,000 compounds, 1.1% hits. AID 624202; further: nearly all actives have a fitted effect of over 80% in size; some results filed as inactive show a strong effect at the top dose
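Using MCF7 cells harboring a BRCA1 firefly luciferase reporter, plated 2 h before compound pinning, the screen measured luminescence after 48 h incubation. Responses were normalized to DMSO and 10 microM genistein, then fitted for concentration-effect.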
CXXC DNA block: inhibitors of human MLL CXXC domain-DNA interaction | Q03164 | MLL-CXXC / FITC-HOXA9 DNA fluorescence polarization | Potency, µM (series often up to 115 µM), for the others: at the highest dose activity change, negative = inhibition, hits mostly inhibitors | 290,000 compounds, 0.037% hits; active means well fitted inhibition curve with a large enough effect in the polarisation, with a control signal flat, not every such curve was filed as active; inconclusive means small, poorly fitted or top-dose-only effect, or effect the other way, or a change in a side signal; inactive means no such curve, though single readings can be large or run the other way; the % refers to the polarisation
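Steps: dispense CXXC domain solution (7 uM) → pin compounds or unlabeled HOX-A9 DNA control → 5 min ambient → add FLSN-HOX-A9 solution (50 nM) → spin → 30 min ambient → fluorescence polarization. Tris pH 7.5/NaCl/DTT/BSA buffer.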
Rab9 prom act: activates the Rab9 promoter; Huh7 Rab9 promoter-luciferase reporter, luminescence, 24 h; Potency, µM (titrated, usually from 9.22 µM), for the others: top-dose activation, negative = inhibition, actives largely listed as activators; 320,000 compounds, 2.8% hits; AID 485297; further: % of control where 0% means no effect; nearly all actives have a fitted effect of over 60% in size
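Stable Rab9-luc Huh7, 1500 cells/well, 2 h settle; cmpd in DMSO, 24 h, 37 °C/5% CO2; luciferase reagent 10 min RT; luminescence.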
MBNL1-CUG inh: inhibitors of human MBNL1 binding to CUG repeat RNA; Q9NR56; TR-FRET MBNL1-His/biotin-(CUG)12 binding, 665/545 ratio; 280,000 compounds, 0.036% hits; Potency, µM (titrated, usually from 57.5 µM), inactives show at the top dose activity change, negative = inhibition, actives largely listed as inhibitors; active means well fitted inhibition curve with a large enough effect in the signal ratio, with a control signal flat, not every such curve was filed as active; inconclusive means small, poorly fitted or top-dose-only effect, or effect the other way, or a change in a side signal; inactive means no such curve, though single readings can be large or run the other way; the % refers to the signal ratio; further: on the % scale 0 is the no-effect control and ±100 the full control effect
Target sequence (Q9NR56 whole entry, looked up): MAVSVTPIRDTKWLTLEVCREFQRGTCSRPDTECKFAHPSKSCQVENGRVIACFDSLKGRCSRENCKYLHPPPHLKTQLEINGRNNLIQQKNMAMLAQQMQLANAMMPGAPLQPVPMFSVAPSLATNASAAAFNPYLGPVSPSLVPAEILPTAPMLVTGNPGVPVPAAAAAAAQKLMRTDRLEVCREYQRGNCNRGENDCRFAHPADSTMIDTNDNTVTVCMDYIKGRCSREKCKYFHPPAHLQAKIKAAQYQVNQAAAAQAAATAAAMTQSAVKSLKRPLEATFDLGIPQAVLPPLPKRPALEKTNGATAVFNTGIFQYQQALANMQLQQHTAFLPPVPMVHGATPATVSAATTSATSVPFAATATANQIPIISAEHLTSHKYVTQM
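Ratiometric TR-FRET (665 over 545 nm, excitation 340 nm) tracks disruption of MBNL1-His/biotin-(CUG)12 complex after 60 min at room temperature, with compounds at 92 nM to 58 uM final.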
FLuc modulator: firefly luciferase modulation, counter-screen for miR-21 project | Potency, µM (top dose mostly 57.5 µM), for inactives: at the highest dose activity change, negative = inhibition, actives largely listed as inhibitors | purified FLuc, Km substrates, luminescence inhibition | 360,000 compounds, 6.9% hits;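 further: plate controls were vehicle for no effect and reference inhibitor for full effect; nearly all actives have a fitted effect of over 55% in size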
Target sequence (P08659 whole entry, looked up): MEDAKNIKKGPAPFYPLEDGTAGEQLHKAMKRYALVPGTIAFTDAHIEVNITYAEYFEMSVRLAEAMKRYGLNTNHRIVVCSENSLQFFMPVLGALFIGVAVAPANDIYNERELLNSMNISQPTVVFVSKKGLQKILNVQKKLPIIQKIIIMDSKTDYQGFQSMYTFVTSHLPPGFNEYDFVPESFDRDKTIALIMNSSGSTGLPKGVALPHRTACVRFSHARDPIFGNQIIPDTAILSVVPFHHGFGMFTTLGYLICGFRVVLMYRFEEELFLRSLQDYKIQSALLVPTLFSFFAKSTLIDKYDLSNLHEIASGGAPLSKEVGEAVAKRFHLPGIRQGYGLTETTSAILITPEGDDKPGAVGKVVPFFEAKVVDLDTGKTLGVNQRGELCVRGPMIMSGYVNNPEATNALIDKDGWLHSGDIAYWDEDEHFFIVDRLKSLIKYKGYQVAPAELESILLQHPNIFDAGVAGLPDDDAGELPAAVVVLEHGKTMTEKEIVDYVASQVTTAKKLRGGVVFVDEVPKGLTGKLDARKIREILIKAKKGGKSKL
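Biochemical qHTS of compounds, final roughly 60 µM downward over six points, against 10 nM purified firefly luciferase using Km concentrations of substrates (10 uM D-luciferin, 10 uM ATP) in Tris acetate pH 7.5 buffer; luminescence output.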
ELG1 genotox: genotoxicity induction in ELG1-luciferase HEK293T cells. HEK293T ELG1-luciferase reporter, luminescence, 16 h. Potency, µM (series often up to 46 µM), for inactives: at the top dose activity change, positive = activation, usual class: activators. 330,000 compounds, 1.3% hits; further: % of control where 0% means no effect; nearly all actives have a fitted effect of over 60% in size
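Cells (2,000/well) expressing the ELG1-luciferase fusion are dosed by pin tool and kept 16 hr at 37 °C, 5% CO2. Signal comes from ONE-Glo luciferase reagent after 30 min at room temperature.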
p53 reactivation: mutant p53 re-activation in reporter cells; H1299 p53-A138V BP100-luciferase reporter, luminescence, 24 h; Potency, µM (titrated, usually from 92.2 µM), for the others: at the highest dose activity change, positive = activation, most hits filed as activators; 320,000 compounds, 0.063% hits; AID 504706; further: % of control where 0% means no effect; nearly all actives have a fitted effect of over 45% in size
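p53-null H1299 cells stably carrying temperature-sensitive p53-A138V and a BP100-luciferase reporter were pinned with compounds (4-point, 1:5 series) and held 24 hrs at 37 deg C. Luminescence was read 10 min after detection reagent.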
uPA surface inh: cell surface uPA generation inhibition; Potency, µM (doses to about 38.3 µM), without a hit: at the top dose activity change, negative = inhibition, actives largely listed as inhibitors; 330,000 compounds, 0.31% hits; cell surface uPA generation assay, qHTS; active means well fitted inhibition curve with a large enough effect; inconclusive means small, poorly fitted or top-dose-only effect; inactive means no such curve, though single readings can be large or run the other way; tested in mouse RAW 264.7 cells; further: on the % scale 0 is the no-effect control and ±100 the full control effect; nearly all actives have a fitted effect of over 55% in size
RORgamma inh: blocks mouse ROR gamma transcriptional activity. P51450. Drosophila S2 Gal4-RORgamma UAS-luciferase reporter, 20 h. Potency, µM (titrated, usually from 53.6 µM), for the others: at the top dose activity change, negative = inhibition, most hits filed as inhibitors. 310,000 compounds, 5.4% hits. AID 2551; further: on the % scale 0 is the no-effect control and ±100 the full control effect; nearly all actives have a fitted effect of over 60% in size
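Drosophila S2 cells stably expressing Gal4-DBD/mouse RORγ fusion under metallothionein promoter plus UAS-luciferase; compound 1 h, then 700 uM CuSO4 induction for 20 h at ambient temperature; inhibition read as reduced luminescence.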
Gal4-VP16 FLuc: Gal4-VP16 reporter inhibition counter-screen; AID 2546; Potency, µM (highest dose often 53.6 µM), inactives show top-dose activity, negative = inhibition, hits mostly inhibitors; Drosophila S2 Gal4-VP16 UAS-luciferase, luminescence, 20 h; 310,000 compounds, 3.5% hits;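 further: Gal4-VP16 expression switched on by copper sulfate through the metallothionein promoter; on the % scale 0 is the no-effect control and ±100 the full control effect; nearly all actives have a fitted effect of over 50% in size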
An asterisk follows results filed as active; ? = inconclusive; / = no result given; & = joins results of further samples; [ ] = dose if it differs, or a comment. Unless noted, the call rests on the fitted dose curve; in most records, active means well fitted curve in the direction sought with a large enough effect; inconclusive means small, poorly fitted or top-dose-only effect, or another doubt; inactive means no such curve, though single readings can be large; an effect the other way counts as inactive or inconclusive. Potency means the concentration at half of the fitted maximal effect. This is a subset; rates above refer to the full screens.

SMILES	NPC1 promoter act	BRCA1 expr act	CXXC DNA block	Rab9 prom act	MBNL1-CUG inh	FLuc modulator	ELG1 genotox	p53 reactivation	uPA surface inh	RORgamma inh	Gal4-VP16 FLuc
CC1CCCCN1Cc1c(O)ccc2c(=O)c(-c3ccccc3)coc12 (stereo not given)	5%	26%&8%	-11%	-2%	0%	-4%&-7%	0%	2%	-6%	18%	2%
CCOC(=O)C1C(c2cccnc2)NC(=O)NC1(O)C(F)(F)F (stereo not given)	-3%	11%	4%	-7%	0%	0%	5%	0%	0%	-23%	-11%
COc1ccc(S(=O)(=O)N(C)CC(=O)N2CCCC2)cc1OC	-5%	-5%	3%	4%	-15%	10%	1%	8%	-11%	8%	0%
COc1ccc(NS(=O)(=O)c2ccc(F)cc2F)cn1	1%	0%	24%	9%	2%	1%	0%	5%	-1%	0%	3%
COc1ccc(N2CCN(C(=O)c3cc4c(s3)CCCCC4)CC2)cc1	3%	29%	/	-1%	/	17µM*	0%	11%	4%	/	/
O=C(CNC(=O)c1ccco1)Nc1ccc(N2CCCCCC2)cc1	29%	?	/	28%	/	17µM*	?	?	-21%	/	/
COc1cccc(CN2CC(C(=O)NC3CCC3)CCC2=O)c1 (stereo not given)	-7%	14%	-8%	4%	-3%	-2%	3%	6%	-2%	5%	3%
COCCNC(=O)CN(Cc1ccc(OC)cc1)C(=O)CCC(=O)Nc1nccs1	-2%	18%	18%	-2%	4%	-1%	-1%	3%	-8%	-6%	-6%
COc1ccc(NC(=O)c2nc(C)n(-c3ccc([N+](=O)[O-])cc3)n2)cc1	-4%	-1%	22%	-1%	/	2%	1%	6%	-3%	17%	0%
COc1ccccc1C/C(N)=N/OC(=O)c1ccc(C)c([N+](=O)[O-])c1	5%	0%	-5%	6%	?	-2%	0%	15%	/	39%	-11%
CCC(=O)OCCn1c(=O)c2cc3c(=O)n(CCOC(=O)CC)c(=O)c3cc2c1=O	-2%	2%	1%	-5%	?	6%	0%	17%	9%	27%	-9%
COc1ccc(/C=N/NC(=O)CNc2ccc(Br)cc2)c(C(=O)O)c1OC	-1%	-1%	18%	0%	-1%	?	8%	-2%	-3%	25%	-1%
O=C(Nc1ccccc1Br)c1c(F)cccc1Cl	-5%	-5%	-3%	-7%	0%	2%	3%	-1%	-7%	16%	-1%
CCOc1ccc(OCCC(=O)N2CCN(S(=O)(=O)c3ccc(F)cc3)CC2)cc1	-2%	-7%	/	0%	/	11%	18%	-4%	3%	/	/
C=CCOc1c(CNc2ccc(C(=O)O)cc2)cccc1OC	7%	-12%	15%	-2%	-4%	-19%	2%	8%	8%	-6%	?
CCOC(=O)c1cnc(-n2nc(C)cc2C)nc1NCc1ccccc1	-1%	-65%	9%	-15%	3%	-1%	-21%	-22%	-9%	1.4µM*	2.5µM*
O=C(CSc1ccccc1C(=O)O)NCc1ccc(Cl)cc1	-2%	35%	4%	-3%	-7%[11.5 µM]	?	-3%	?	-6%	-14%	4%
Cc1cccc(C)c1N(CC(=O)NN=C1CCCCCC1)S(C)(=O)=O	-1%	5%	7%	-3%	-5%	-2%	-4%	0%	4%	-19%	-1%
COc1cc(NC(=O)c2ccc(NC3=NC4CS(=O)(=O)CC4S3)cc2)cc(OC)c1OC (stereo not given)	-4%	3%	/	-2%	0%	12%	5%	/	4%	-17%	0%
CCN(CC)C(=O)Cn1cc(/C=C(\C#N)C(=O)NC2CC2)c2ccccc21	-2%	-3%	1%	-1%	?	-2%	2%	11%	31%[activator]	22%	4%
COc1ccc(F)c(CN(C)CC2CCCN(CCc3ccc(F)cc3)C2)c1 (stereo not given)	-24%	-22%	-17%	4%	-5%	4%	-11%	/	-6%	-46%	2%
CCc1ccc(N2C(=O)Cc3c2nc(N)c(C#N)c3N)cc1	8%	15%	8%	-1%	?	3%	?	?	-5%	37%	11%
CCN(CC)C1CCN(Cc2cn[nH]c2-c2ccc(OC)c(F)c2)C1 (stereo not given)	-2%	-13%	-3%	11%	0%	-1%	2%	1%	2%	3%	3%
O=C(COc1ccc(F)cc1Cl)Nc1ccccc1C(=O)N1CCCCC1	16%	41%	/	15%	/	1%	-2%	7%	-11%	/	/
Cc1nn(CC(=O)NCCCc2ccccc2)c(=O)c2cccn12	-1%	9%	10%	1%	2%	-2%	-1%[9.26 µM]	-7%	0%	0%	1%
Cn1c(N)c(C(=O)COC(=O)C2=NNC(=O)CC2)c(=O)n(C)c1=O	-2%	-32%	0%	-2%	/	-1%	-1%	-4%	1%	-1%	2%
CCCCC(=O)Nc1sc2c(c1C#N)CC(C)(C)OC2	?	47%	-1%	?	17%	-17%	?	?	7%	-18%	-3%
Cc1ccc(-c2nc3ncccc3o2)cc1NC(=O)c1cc2ccccc2o1	-1%	-24%	-4%	-5%	18%	-8%	0%	0%	1%	-5%	-16%
COc1cccc(N2CCN(Cc3ncc(-c4ccccc4)o3)CC2)c1	1%	-10%	9%	-4%	-5%	4%	-3%	-7%	1%	-9%	0%
c1ccc(-n2cnnc2SCc2cn3cccnc3n2)cc1	-1%	11%	4%	5%	-5%	2%	-1%	-22%	7%	-11%	-3%
CC1CCCCC12NC(=O)N(CC(=O)N1CCN(S(=O)(=O)Cc3ccccc3)CC1)C2=O (stereo not given)	1%	-7%	/	0%	/	2%	0%	5%	29%	/	/
Cc1cccc(NS(=O)(=O)c2cc(C(=O)NCc3ccccn3)ccc2C)c1	-5%	-9%	6%	5%	-1%	-1%	-5%	-7%	0%	14%	-2%
O=C(N/N=C/c1cc(Br)ccc1O)Nc1ccccc1	0%	-84%[inhibitor]	2%	5%	14%	?	0%	?	-9%	2.5µM*	11µM*
CC(C)Cn1c(N)c(C(=O)CSc2ccccc2)c(=O)n(C)c1=O	9%	5%	1%	-4%	-2%	-1%	-5%	7%	-4%	?	-1%
CCc1ccc(NC(=O)NCC2CCN(c3ccc(OC)cc3)C2)cc1 (stereo not given)	1%	0%	-23%	0%	-4%	4%	-2%	2%	1%	2%	-2%
CC1=C(C(=O)NC2CCCCC2C)C2(CCC(C)CC2)OC1=O (stereo not given)	-3%	-1%	1%	-3%	?	3%	1%	-1%	2%	42%	-10%
O=C(Oc1coc(CSc2nnc(NC(=O)C3CC3)s2)cc1=O)c1c(F)cccc1F	-5%	-28%	121%[activator]	-10%	-1%	?	-12%	2%	0%	10%	-15%
CC(C)n1c(S(=O)(=O)O)nc2ccccc21	-2%	0%	-2%	0%	-15%	-4%	-1%	7%	7%	-12%	11%
O=C(N/N=C\c1ccc([N+](=O)[O-])o1)c1cncc(Br)c1	2%	-94%	6%	-8%	?	2%	-8%	-13%	-9%	?	?
CCCCNC(=O)c1cccc(S(=O)(=O)N2CC3(C)CC2CC(C)(C)C3)c1 (stereo not given)	-2%	-23%	/	-6%	/	2%	0%	-4%	2.2µM*	/	/
O=C(COc1ccc(Br)cc1)N/N=C1/SCC(=O)N1Cc1ccco1	0%	-25%	6%	-4%	-2%	-2%	-1%	9%	-1%	19%	19%
O=C(N/N=C/c1cccc(C(F)(F)F)c1)c1ccccc1O	18%	33%	-5%	15%	-2%	6.7µM*	3%	-3%	0%	10µM*	?
CCCCN1C(=O)C(NC(=O)CC(C)C)(C(F)(F)F)C2=C1CC(C)(C)CC2=O (stereo not given)	-6%	10%	4%	-4%	0%	4%	1%	1%	0%	10%	15%
CS(=O)(=O)N(CC(=O)N1CCCCCC1)c1cccc([N+](=O)[O-])c1	2%	-21%	3%	5%	?	1%	0%	/	1%	-5%	5%
Cc1ccc(Nc2nc(-c3c(C)nc4ccccn34)cs2)cc1	-15%	-86%	-11%	-22%	-8%	?	-7%	11%	-11%	10µM*	?
Cc1ccc(NC2SC(=O)N(Cc3cccc(C(=O)O)c3)C2=O)cc1 (stereo not given)	4%	86%	7%	1%	0%	-17%	11%	5%	2%	-9%	-26%
Cc1ccc(-n2nnnc2-c2cnn(-c3cccc(F)c3)c2C(F)(F)F)cc1	-3%	-50%	-8%	-6%	7%	-2%	0%	-4%	1%	?	?
